Screening data as filed in PubChem BioAssay.
DSG3 Ab inh: inhibitors of pemphigus antibody binding to human desmoglein-3; 0.48% of 310,000 active; P32926; DSG3-coupled beads, scFv-anti-DSG3-GFP binding, flow cytometry; hits give low values; binding (percent of control), % at 10 µM; AID 588358;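 active means binding more than 3 SD below its plate's average and above zero; inconclusive means below that plate limit but binding exactly zero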;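 further: hits lower antibody fragment binding to DSG3; some compounds called inactive have numbers as strong as hits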
Mot1-301 SUMO: inhibitors of SUMOylation pathway: yeast Mot1-301 growth rescue; S. cerevisiae Mot1-301 growth rescue, ATP luminescence, 38.5C; percent above DMSO median, 100 means doubled; growth rescue, % at 18.8 µM; AID 2716; 1% of 320,000 active;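 active means every valid replicate shows activation above 250% relative to neutral control wells; inactive means the rest, any valid replicate at or below 250%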;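 further: OY570 slx delta 5 strain wells were the positive control but not used for scaling; some compounds called inactive have numbers as strong as hits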
PKA-R1A activ: PKA-R1A complex activation | P00514+P68181 | PKA-R1A dissociation, Cy5-IP20 fluorescence polarization; scaled: DMSO 0%, 113 µM cGMP 100% | activation, % at 11.4 µM | 0.083% of 340,000 active;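 active means percent activation above the mean of all tested compounds plus 3 SD, cut at about 19% in these data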;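 further: higher means more PKAc released from R1A so a rise in polarization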
OPRM1-OPRD1 inv: mu-delta opioid heterodimer inverse agonism; cell-based MOR-DOR heterodimer luminescence; inhibition, % at 9.3 µM; 0.21% of 340,000 active; in the data active means inhibition above about 22%, passing the limit was not always enough;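 further: 0% = cells with DMSO and 100% = wells without cells with DMSO; values of inactives mirror those of a sister screen read the other way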
Target sequence (P35372 whole entry, looked up): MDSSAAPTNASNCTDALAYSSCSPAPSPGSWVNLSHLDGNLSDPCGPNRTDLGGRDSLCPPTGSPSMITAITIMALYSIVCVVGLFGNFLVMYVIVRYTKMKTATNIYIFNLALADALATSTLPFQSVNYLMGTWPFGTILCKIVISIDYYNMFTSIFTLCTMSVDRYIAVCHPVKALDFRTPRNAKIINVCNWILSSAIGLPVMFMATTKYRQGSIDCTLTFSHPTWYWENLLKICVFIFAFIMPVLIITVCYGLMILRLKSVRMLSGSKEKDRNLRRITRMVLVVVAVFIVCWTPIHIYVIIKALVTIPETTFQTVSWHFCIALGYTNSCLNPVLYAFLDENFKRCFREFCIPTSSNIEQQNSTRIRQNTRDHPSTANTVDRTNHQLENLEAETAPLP
Target sequence (P41143 whole entry, looked up): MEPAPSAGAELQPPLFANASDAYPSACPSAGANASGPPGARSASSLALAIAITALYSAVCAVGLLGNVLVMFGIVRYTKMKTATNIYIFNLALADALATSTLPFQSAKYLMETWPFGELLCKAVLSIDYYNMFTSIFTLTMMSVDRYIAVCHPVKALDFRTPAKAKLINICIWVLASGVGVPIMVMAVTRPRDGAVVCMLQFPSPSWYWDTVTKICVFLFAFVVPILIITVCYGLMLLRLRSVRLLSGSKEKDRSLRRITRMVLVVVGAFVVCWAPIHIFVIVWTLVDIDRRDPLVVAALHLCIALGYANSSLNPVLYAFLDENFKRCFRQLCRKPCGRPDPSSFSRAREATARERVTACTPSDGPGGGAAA
AddAB inh: less growth of phage-infected E. coli with AddAB. AID 435030. inhibition, % at 11.9 µM. E. coli expressing H. pylori AddAB, absorbance growth. 0.29% of 330,000 active; in the data active means inhibition above about 12%;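 further: 0% = vehicle wells of infected cells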
phage Ecoli inh: E. coli growth loss with phage present; growth absorbance; inhibition, % at 11.9 µM; 0.26% of 360,000 active; AID 651602; in the data active means inhibition above about 11%
E coli growth: counter-screen for AddAB inhibitors: E. coli growth inhibition. E. coli V3065 growth, OD600 absorbance, 18 h. inhibition, % at 11.9 µM. 0.27% of 330,000 active;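 active means inhibition above the campaign's mean inhibition across all tested compounds plus 3 SD, cut at about 9.9% in these data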;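 further: uninfected addAB+ strain grown without phage in ampicillin broth; 0% = DMSO wells and 100% = ciprofloxacin 0.95 µg/ml wells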
MOR-DOR ag: agonists of human mu-delta opioid receptor heterodimerization. AID 504326. activation, % at 9.3 µM. cells, OPRM1-OPRD1 heterodimerization, luminescence. 0.3% of 340,000 active. P35372+P41143; in the data active means activation above about 18%;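 further: 0% = vehicle-treated cells and 100% = reference agonist; values of inactives mirror those of a sister screen read the other way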
Arr AP2 block: human beta-arrestin and AP2 interaction inhibition. FITC-arrestin peptide / GST-AP2 beads, flow cytometry; AP2 beta2 appendage carries R879A mutation. inhibition, % at 10 µM. 0.31% of 340,000 active;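 active means inhibition above a set limit, near 3 SD of compounds lacking own fluorescence, cut at about 54% in these data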;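 further: plate controls were DMSO wells for no effect and 5 µM unlabelled arrestin peptide for full effect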
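Material – GST-tagged AP2 beta2-adaptin appendage (R879A) on 4 µm glutathione beads · Probe or stimulus – fluorescein-tagged arrestin peptide at 50 nM final · Timing – 12 min plus 1 h, RT · Detection – bead flow cytometry, FITC channel · Read-out basis – inhibition as reduced fluorescein signal on beads, percent · Medium – PBS plus Tween 20 (0.05%) and BSA (0.1%)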
Tat transport: blocks Tat-dependent protein export in E. coli. E. coli MC4100 TorA-mCherry Tat export, fluorescence. AID 488895. inhibition, % at 10 µM. 0.036% of 340,000 active;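 active means mean replicate inhibition at least 50% and at least half of replicates individually reaching 50%; inconclusive means only one of the two criteria met; inactive means neither criterion met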;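 further: exported cargo escapes ClpAP degradation while cytoplasmic cargo is degraded and loses fluorescence; 0% = median of neutral control wells and 100% = median of NaSCN control wells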
PfHsp90 set2: reduces growth (ATP signal) of yeast expressing P. falciparum Hsp90 | S. cerevisiae expressing PfHsp90, BacTiter-Glo ATP, 48 h; yeast lacking PDR1 and PDR3 efflux regulators | inhibition, % at 9.4 µM | 0.32% of 310,000 active;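 active means every replicate shows inhibition above about 80%, whatever the replicate mean, limit read from the data; inconclusive means mean inhibition reaches the set limit but some replicate falls short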;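 further: 0% = DMSO neutral controls and 100% = 20 µM radicicol positive controls; yeast relying on Plasmodium falciparum Hsp90 in place of its own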
The depositor's hits bear a star; ? = inconclusive; nt = not tested or not shown.

SMILES	DSG3 Ab inh	Mot1-301 SUMO	PKA-R1A activ	OPRM1-OPRD1 inv	AddAB inh	phage Ecoli inh	E coli growth	MOR-DOR ag	Arr AP2 block	Tat transport	PfHsp90 set2
CN1C(=O)[C@H]2[C@@H](/C=C/c3ccccc3)N3C(=O)CN(Cc4ccccn4)C(=O)[C@@]3(C)[C@H]2C1=O	99	402	-5	8	3.9	-0.2	0.5	-1.8	26	-13	0
COc1cccc(C(=O)Nc2cc(C(=O)NCc3ccc(C)cc3)ccc2N2CCC3(CC2)CC(c2ccccc2)=NO3)c1	96	-14	-6	10	2.8	0.8	0.2	-1.7	1	0	4
Cc1nc(N)c(C#N)c(-c2ccc3c(c2)OCO3)c1C	115	5	5	5	nt	0.1	nt	-1.1	37	1	-4
COc1cccc(OC)c1C(=O)Nc1cc(Cl)ccc1N1CCOCC1	102	nt	0	1	0.2	-0.5	0.9	-0.2	21	1	2
Cc1c(CNC(=O)c2nn3c(c2Cl)NC(c2ccccc2)CC3C(F)(F)F)cnn1C (centres undefined)	122	5	-8	14	2.7	1.2	0.2	-3.0	-1	12	-4
Cc1ccc(C)c(Cn2c(C(=O)OC(C)C)cc3c2ccn3C)c1	nt	26	-5	-17	1.6	2.1	2.8	2.8	-5	4	48
O=C1S/C(=C\c2ccc(N3CCOCC3)o2)C(=O)N1Cc1ccc(F)cc1	213	13	-8	-4	0.3	nt	-0.1	0.8	1	-4	13
COC(=O)c1ccccc1C(=O)N1CCC(CCC(=O)NC2CC2)CC1	98	-10	3	16	-0.2	-1.3	0.6	-3.1	-12	4	22
COc1ccc(Cl)cc1S(=O)(=O)Nc1noc2ccccc12	99	30	2	10	-1.1	-0.6	1.3	-2.0	-8	?	-8
O=C(O)COc1c(-c2ccc(Cl)cc2)oc2ccccc2c1=O	109	-15	-3	21	-1.7	4.1	-1.6	-3.7	3	0	13
c1ccc(CN2CCOCCOCCOCC2)cc1	nt	-7	-4	18	-0.7	3.1	0.7	-3.7	-3	2	5
O=C(CCc1ccc(O)c(O)c1)N/N=C/c1ccc2c(c1)OCO2	101	-16	13	-1	3.5	0.6	-2.0	0.2	17	-3	-2
CC(Oc1ccc(Cl)cc1Cl)C(=O)N(C)c1ccccc1 (centres undefined)	102	-7	1	4	-0.9	3.9	-2.2	-0.6	0	4	25
Fc1ccc(-n2cc(CNCCc3ccncc3)c(-c3ccccc3Cl)n2)cc1	101	198	-1	-10	3.0	3.7	1.9	1.4	9	-5	12
CCN(CC)c1ccc(/C=N/n2c(C)nc3ccccc3c2=O)cc1	107	-6	3	14	-2.1	2.0	-0.4	-2.8	-1	7	0
C#CCn1c(=NC(=O)c2ccc(Br)s2)sc2cc(NC(C)=O)ccc21	97	-8	-11	7	1.3	3.6	0.8	-1.2	0	-1	-16
COc1ccc(CNC(=O)C2CCCN(S(=O)(=O)c3ccc(-n4cnnn4)cc3)C2)cc1 (centres undefined)	96	90	0	5	3.5	2.4	1.2	-1.0	0	2	-14
COc1cccc(/C=N/NC(=O)c2[nH]c(C)c(C(=O)N/N=C/c3cccc(OC)c3O)c2C)c1O	89	25	-4	3	28*	22*	28*	-0.7	0	11	-98
COC(=O)[C@]1(CC(C)C)N[C@H](c2ccc(-c3ccc(F)cc3)c(OC)c2)[C@@H]2C(=O)N(C)C(=O)[C@@H]21	104	0	-2	-14	0.6	-0.6	-1.4	2.5	-5	5	-15
Cc1cc(C)n2nc(CC(=O)NC3CCCCCCC3)nc2n1	97	12	-12	11	2.6	nt	-1.7	-2.0	13	-6	24
COc1ccccc1C(=O)N1CCCN(C(=O)c2ccccc2OC)CC1	nt	-14	-3	12	1.5	-2.0	-0.9	-2.0	4	-14	13
COc1ccc(-c2ccc(OC)c([C@H]3[C@H]4C=CC[C@@H](C)[C@@H]4C(=O)N3Cc3ccccc3)c2)cc1	102	-13	1	5	1.4	0.8	-0.5	-0.9	27	-3	15
NC(=O)c1ccccc1NC(=O)CCCN1C(=O)CCC1=O	91	1	2	5	2.7	1.8	1.1	-1.1	9	9	-30
COc1ccc(NC(=O)CN(C)S(=O)(=O)c2ccc3[nH]c(=O)oc3c2)cc1	124	3	-1	8	1.9	0.9	0.2	-1.5	-9	-4	-3
CC(=O)N1c2ccc(S(=O)(=O)N3CCCCC3)cc2CC1C(=O)NCc1cccc(Cl)c1 (centres undefined)	105	-3	-11	14	2.1	2.6	2.5	-2.7	11	-1	-85
COc1ccc(/C=N/N=C/c2ccc(OC)c(O)c2)cc1O	104	-16	-16	1	2.0	4.6	-0.2	-0.2	20	-6	15
CCOc1ccc(NC(=O)CSc2nnc(-c3ccccc3)n2N)cc1	101	0	-10	12	-1.3	3.2	-0.7	-2.3	3	4	-3
Cc1cc(Nc2ccccc2)n(-c2ccccc2)n1	nt	79	0	4	-0.8	2.9	-0.8	-0.8	-5	-14	-11
COc1ccccc1CN1CC(C(=O)NCCn2nc(C)cc2C)CCC1=O (centres undefined)	103	-13	-6	8	nt	1.7	nt	-1.2	-11	0	14
CCCOC(=O)c1ccc(NC(=O)c2cc(Cl)ccc2OC)cc1	95	8	-10	11	0.7	-0.8	-0.2	-2.2	6	6	-7
N#CC(=C(O)CN1CCN(c2ccccc2F)CC1)c1nc(-c2ccccc2)cs1	nt	nt	-3	7	nt	-2.3	nt	-1.4	15	0	-2
CCN(CC)C(=O)Cn1c(=O)n(Cc2ccccc2Cl)c2c1c(=O)n(C)c(=O)n2C	102	9	2	nt	0.6	1.5	-2.0	nt	-2	4	22
O=C(O)C1(c2ccccc2)CCC(Nc2ccccc2)C1 (centres undefined)	115	-6	-10	15	1.8	3.5	0.7	-2.9	-5	0	-7
Nc1cccc(S(=O)(=O)Nc2ccccc2)c1	108	nt	-3	9	3.7	4.9	2.4	-2.0	6	-9	-12
CCNC(=O)N1CCNC(=O)C1CC(=O)OC (centres undefined)	100	295	-5	19	2.5	0.7	0.3	-3.1	1	9	-10
Cc1ccc(C)c(OCc2nc(-c3cccnc3)no2)c1	105	-1	-11	1	1.6	-0.7	-0.6	-0.2	-10	5	15
Cc1ccc(C)c(NC(=S)/C(=C(\[O-])c2ccc(OC(F)F)cc2)[n+]2ccccc2)c1	99	-3	-6	6	-0.1	3.8	1.7	-1.1	5	-3	-30
COc1ccc(-c2nc(NC(=O)Cn3c(=O)oc4ccccc43)sc2C)cc1	102	-5	-1	-34	3.3	3.8	-0.9	4.7	21	-12	-17
O=C(CNS(=O)(=O)c1ccccc1)NNC(=O)C(Cl)Cl	103	1	-1	0	1.7	2.9	0.3	0.1	-10	-9	-6
O=C(COC(=O)C1CCC1)c1c[nH]c2ccccc12	107	14	4	3	1.1	4.6	0.7	-0.5	9	3	-13
O=C(NCCc1ccc(F)cc1)C1CCN(C(=O)Nc2ccccc2)CC1	101	-2	-2	16	1.3	2.9	-2.3	-3.0	5	-2	18
CCN(CC)c1ncnc2c1cnn2Cc1ccc(Cl)cc1	nt	94	-9	-4	-1.4	1.0	-1.8	0.9	4	-4	-9
O=C(NCCS(=O)(=O)N1CCN(c2ccccc2)CC1)C1CC(=O)N(c2ccc(F)cc2)C1 (centres undefined)	93	19	0	9	0.3	0.1	-1.7	-1.7	13	1	-1
CCCCn1c(CN2CCN(c3cccc(Cl)c3)CC2)nc2c1c(=O)n(C)c(=O)n2C	104	-24	-6	-4	0.0	1.6	-2.5	0.9	5	-4	-10
O=C(CNC(=O)c1ccccc1Cl)OC1CCOC1=O (centres undefined)	102	8	1	13	1.4	0.9	-2.0	-2.5	6	6	13
O=c1cc(N2CCOCC2)[nH]c(=O)n1-c1ccc(Cl)cc1	99	-9	-4	5	0.1	1.8	0.4	-0.9	4	-1	14
O=C(Nc1ccc(F)cc1)c1ccc2snnc2c1	98	38	0	4	2.2	2.2	1.1	-0.6	25	-4	5
CC(=O)Nc1ccc(NC(=O)CS(=O)(=O)c2cn(CC(=O)N3CCCCC3)c3ccccc23)cc1	nt	15	4	12	1.7	0.8	5.7	-2.2	-9	-8	15
COc1ccc(C(C)(C)C)cc1NC(=O)c1[nH]c(C)c(C(C)=O)c1C	102	-12	-6	-24	3.8	2.8	-0.4	4.4	26	8	35
NC(=O)c1ccc(NC(=O)C2CC(=O)N(c3ccc4c(c3)OCCO4)C2)cc1 (centres undefined)	nt	7	-2	10	2.0	1.5	-0.5	-2.5	-3	-1	-52
COc1ccc(NC(=O)N2CCOCC2)cc1OC	99	4	5	-9	-0.5	3.7	-2.5	1.7	2	1	-2
CCn1c2ccccc2c2cnc(N=CN(C)C)c(C#N)c21	95	-4	-9	0	4.0	1.4	2.9	0.0	17	-2	nt
C=Cc1ccc2c(c1)OCCOCCOCCOCCOCCO2	nt	119	-4	5	2.5	0.3	-1.8	-0.7	3	6	35
CCOc1cc(C(=O)NC(C)CCc2ccccc2)cc(OCC)c1OCC (centres undefined)	88	9	9	-77	-0.8	0.7	0.8	16	39	5	-12
NC(=O)c1ccc(NC(=O)c2cc(S(=O)(=O)N3CCCCC3)ccc2N2CCOCC2)cc1	101	13	-7	10	-0.4	2.5	-2.1	-2.6	17	-4	-34
CC(C)(C)c1ccc(S(=O)(=O)N2CCN(C(=O)C3CCC3)CC2)cc1	nt	2	2	-7	-2.3	1.1	1.3	1.3	-4	-8	7
CCOc1cc2c(cc1OCC)C(c1ccc(OC)c(OC)c1)N(c1ccc(C(=O)O)cc1)C(=O)C2 (centres undefined)	109	445	-1	1	-1.6	3.0	-0.7	-0.2	43	-6	12
C[C@H]1COC(=O)[C@H](NC(=O)OCC2c3ccccc3-c3ccccc32)C/C=C\C[C@H](CC(=O)N(CCO)Cc2ccccc2)C(=O)N1	100	10	-16	5	2.7	0.7	-2.9	-1.1	40	5	9
O=[N+]([O-])c1ncccc1OCc1ccc(-c2ccccc2)cc1	188	12	1	7	2.7	2.6	0.9	-1.1	-13	7	-13

An excerpt of these results, bar-delimited:
canonical_smiles | DSG3 Ab inh | Mot1-301 SUMO | PKA-R1A activ | OPRM1-OPRD1 inv | AddAB inh | phage Ecoli inh | E coli growth | MOR-DOR ag | Arr AP2 block | Tat transport | PfHsp90 set2
CCN(CC)c1ncnc2c1cnn2Cc1ccc(Cl)cc1 | nt | 94 | -9 | -4 | -1.4 | 1.0 | -1.8 | 0.9 | 4 | -4 | -9
O=C(NCCS(=O)(=O)N1CCN(c2ccccc2)CC1)C1CC(=O)N(c2ccc(F)cc2)C1 (centres undefined) | 93 | 19 | 0 | 9 | 0.3 | 0.1 | -1.7 | -1.7 | 13 | 1 | -1
